RXFP1 ag = qHTS Assay for Agonists of the Relaxin Receptor RXFP1; Potency, µM (highest dose often 57.5 µM), inactives show at the highest dose activation, most hits filed as activators; hit rate 0.3% among 370,000; Relaxin receptor 1 (Homo sapiens), Q9HBX9; HEK293T-RXFP1 cAMP TR-FRET, 30 min; response scale: percent of porcine relaxin response, buffer zero; note: potency is the fitted concentration of half-maximal effect; % is set by controls: 0 for no effect and ±100 for the full control effect; nearly all actives have a fitted effect of over 60% in size; many of its hits are not listed in these tables
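HEK293T cells stably expressing RXFP1 were pretreated with the PDE4 inhibitor Ro 20174, exposed to compounds for 30 min at 37C, lysed, and cAMP was read by TR-FRET. Data normalized to buffer (basal) and 29 nM porcine relaxin (100%).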
Vif-APOBEC3F blk = qHTS for Inhibitors of Vif-A3F Interactions: qHTS | AID 602313, 2012 | HeLa A3F-eYFP + Vif (tagged APOBEC3F with the HIV-1 protein that degrades it), YFP fluorescence increase | Potency, µM (top dose mostly 46.1 µM), for the others: at the top dose activity, negative = active | hit rate 0.2% among 390,000; note: potency is the fitted concentration of half-maximal effect; % of control where 0% means no effect; nearly all actives have a fitted effect of over 65% in size
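Fluorescence increase (Ex 488/Em 500-530) after overnight compound treatment at 37 deg C flags inhibition of Vif-driven A3F-eYFP loss in stable HeLa A3F-eYFP/Vif cells seeded overnight beforehand.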
Vif-A3G inh = qHTS for Inhibitors of Vif-A3G Interactions: qHTS. HeLa A3G-eYFP + Vif (tagged APOBEC3G with the HIV-1 protein that degrades it), YFP fluorescence, overnight. Potency, µM (series often up to 46.1 µM), inactives show at the top dose activity, negative = active, most hits filed as inhibitors. hit rate 0.076% among 410,000. AID 602310, 2012;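 note: potency is the fitted concentration of half-maximal effect; % is set by controls: 0 for no effect and ±100 for the full control effect; nearly all actives have a fitted effect of over 60% in size; hits raise eYFP signal because A3G escapes Vif-driven loss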
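HeLa cells stably expressing Vif and C-terminally eYFP-tagged A3G, seeded overnight at 37 deg C, then exposed to compound by pintool overnight at 37 deg C. Rise in yellow fluorescence (Ex 488/Em 500-530, Acumen) marks blocked Vif-driven A3G degradation.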
GRP78 ERSR act = qHTS for Inducers of the Endoplasmic Reticulum Stress Response (ERSR) in Human Glioma: qHTS | U87-MG GRP78 promoter luciferase reporter, 16 h | Potency, µM, for inactives: at the top dose activation, most hits filed as activators | hit rate 0.02% among 420,000 | AID 602332, 2012; note: potency is the fitted concentration of half-maximal effect; series mostly up to about 76 µM; % of control where 0% means no effect; nearly all actives have a fitted effect of over 35% in size
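ERSR induction read as luciferase luminescence (Bright-Glo, 10 min at room temperature) in stably transfected human U87-MG glioma cells exposed to compounds for 16 h, using GRP78 as sensor.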
TrxR1 substrate = qHTS Assay for Substrates of Mammalian Selenoprotein Thioredoxin Reductase 1 (TrxR1): qHTS; purified TrxR1 substrate turnover, NADPH consumption readout; Potency, µM (highest dose often 114 µM), for inactives: at the top dose activity change, negative = substrate turnover; hit rate 0.01% among 390,000; AID 588456, 2011; note: potency is the fitted concentration of half-maximal effect; % is set by controls: 0 for no effect and ±100 for the full control effect; nearly all actives have a fitted effect of over 50% in size
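Rat TrxR1, dispensed at 90 nM, was prereduced with 400 uM NADPH (final) for 5 min at ~22 deg C, then incubated with compound 15 min before 400 uM selenite. A first-read NADPH fluorescence drop versus no-compound background flagged substrates.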
PI4K2A inh = qHTS for small molecular inhibitors of PI4K2A. Phosphatidylinositol 4-kinase type 2-alpha (Homo sapiens), Q9BTU6. purified PI4K2A, ADP-Glo luminescence, 1 h; active compounds read low. activity change, negative = inhibition, % at 76.9 µM. hit rate 0.13% among 420,000. AID 1346378, 2018; in the data active = activity change below about -50%; inconclusive = mostly about -30% to -49%;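 note: -100% = wells without enzyme as full effect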
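PI4K2A activity was measured by ADP-Glo luminescence: enzyme (4 ug/mL stock) and phosphatidylinositol (1.2 mM stock) in Tris pH 7.5/MgCl2/EGTA/Triton X-100 buffer were reacted with ATP (300 microM stock) for one hour at ambient temperature.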
LDHA block = qHTS assay for inhibitors of human lactate dehydrogenase | L-lactate dehydrogenase A chain (Homo sapiens), P00338 | purified LDHA, NADH/diaphorase-resazurin fluorescence; active compounds read low | AID 1347041, 2019 | hit rate 0.15% among 480,000 | activity change, % (values are at about 110 or 230 µM); in the data active = activity change below about -30%; inconclusive = mostly about -25% to -30%;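 note: plate controls were DMSO wells for no effect and wells without enzyme for full effect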
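Enzyme activity of human lactate dehydrogenase 5 (2 nM; 0.06 mM NADH, 0.2 mM pyruvate, 5 min, RT) is measured via a resazurin/diaphorase fluorescence readout of residual NADH.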
USP1 inh = Inhibitors of USP1/UAF1: Primary Screen. Ubiquitin carboxyl-terminal hydrolase 1 (Homo sapiens), O94782. recombinant USP1/UAF1, Ub-Rhodamine cleavage fluorescence. Potency, µM (series often up to 57.1 µM), for inactives: top-dose activity change, negative = inhibition, most hits filed as inhibitors. hit rate 0.23% among 390,000. AID 743255, 2014; note: potency is the fitted concentration of half-maximal effect; % is set by controls: 0 for no effect and ±100 for the full control effect; nearly all actives have a fitted effect of over 60% in size; inactives centre near -12
Target sequence (O94782 whole entry, looked up): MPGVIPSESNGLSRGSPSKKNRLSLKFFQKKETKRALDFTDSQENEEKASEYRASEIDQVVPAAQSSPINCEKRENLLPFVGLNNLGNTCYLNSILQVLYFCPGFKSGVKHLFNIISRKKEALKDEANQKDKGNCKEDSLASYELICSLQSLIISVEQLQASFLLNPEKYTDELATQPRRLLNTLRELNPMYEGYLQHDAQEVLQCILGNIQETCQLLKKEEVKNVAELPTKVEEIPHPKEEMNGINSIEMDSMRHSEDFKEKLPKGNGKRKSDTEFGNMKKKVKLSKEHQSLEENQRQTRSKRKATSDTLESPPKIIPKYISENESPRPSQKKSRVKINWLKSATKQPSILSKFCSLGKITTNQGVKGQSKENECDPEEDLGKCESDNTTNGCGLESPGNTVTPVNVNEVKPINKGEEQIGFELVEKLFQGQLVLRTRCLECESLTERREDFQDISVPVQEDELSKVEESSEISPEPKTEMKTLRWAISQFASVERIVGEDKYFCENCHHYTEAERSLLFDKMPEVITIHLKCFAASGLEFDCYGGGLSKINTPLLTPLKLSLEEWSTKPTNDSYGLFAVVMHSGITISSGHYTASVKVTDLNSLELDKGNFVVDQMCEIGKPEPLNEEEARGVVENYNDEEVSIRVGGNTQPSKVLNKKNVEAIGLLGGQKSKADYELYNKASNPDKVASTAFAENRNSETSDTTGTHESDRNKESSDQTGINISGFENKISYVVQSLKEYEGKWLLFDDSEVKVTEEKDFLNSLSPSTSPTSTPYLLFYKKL
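1 nM enzyme complex + cpd, 15 min RT; start with Ub-Rho 150nM final; kinetic fluorescence ex 480/em 540, 6 reads q60 s. Buffer 50mM HEPES pH 7.8, 0.5mM EDTA, 0.1 mg/ml BSA, 1mM TCEP, 0.01% Tween-20.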
mIDH1 inhibitor = qHTS for Inhibitors of mutant isocitrate dehydrogenase 1 (IDH1): qHTS; Isocitrate dehydrogenase [NADP] cytoplasmic (Homo sapiens), O75874; IDH1-R132H enzyme, NADPH consumption, diaphorase/resazurin fluorescence; Potency, µM (highest dose often 76.6 µM), for the others: top-dose activity change, negative = inhibition, hits mostly inhibitors; hit rate 0.093% among 390,000; note: potency is the fitted concentration of half-maximal effect; % is set by controls: 0 for no effect and ±100 for the full control effect; nearly all actives have a fitted effect of over 65% in size
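IDH1-R132H (0.5 ug/mL dispensed) in pH 7.5 Tris buffer was preincubated 30 min with compound, then given a substrate mix of 0.016 mM NADPH and 2 mM alpha-KG for 80 min at room temperature; remaining NADPH was read by diaphorase/resazurin fluorescence.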
An asterisk follows results filed as active; ? = inconclusive; · = not tested or not shown; & = joins results of further samples; [ ] = dose if it differs, or a comment. Unless noted, calls come from the whole dose curve; as a rule, active = well fitted curve in the direction sought with a large enough effect; inconclusive = small, poorly fitted or top-dose-only effect, or another doubt; inactive = no such curve, though single readings can be large; an effect the other way counts as inactive or inconclusive. Only part of the results is shown; count on the stated rates, not on these rows.

Each structure is followed by: RXFP1 ag	Vif-APOBEC3F blk	Vif-A3G inh	GRP78 ERSR act	TrxR1 substrate	PI4K2A inh	LDHA block	USP1 inh	mIDH1 inhibitor
CCC1CCCCN1C(=O)CCNC(=O)Cn1cnc2ccccc2c1=O (configuration not stated)
  13.4%	7.3%	1.1%	-2.7%	8.2%[0.0914 µM]	1.1	-11.2	-17.7%	19.3%
O=C(NC1CCCC1)C(c1c(F)cccc1Cl)N(C(=O)c1csnn1)C1CC1 (configuration not stated)
  -0.5%	1.5%	-5.8%	-3.1%	0.5%[57.1 µM]	-1.3	-1.8	-18.8%	-5.1%
CC(=O)c1cccc(S(=O)(=O)NCCCN2CCOCC2)c1
  0.2%	-2.3%	-14.4%	0.2%	-2.6%	4.1	0.1	-10.2%	-21.3%
CC1CCc2c(sc3nnn(Cc4cccc(C(=O)OC(C)C)c4)c(=O)c23)C1 (configuration not stated)
  0.2%	·	·	·	3.5%	-6.4	-1.7	?	·
COc1ccc(CCNc2ncnc3c2c(-c2ccccc2)cn3-c2cccc(Cl)c2)cc1OC
  5.5%	0.6%	4.2%	-3.1%	2.0%[57.1 µM]	-1.5	2.0	8.8%	14.4%
Cc1c(OCC(=O)NCCCn2ccnc2)ccc2c3c(c(=O)oc12)CCCC3
  -0.3%	-0.4%	1.0%	1.4%	34.0%[activator]	-0.7	-5.2	-9.8%	-0.1%
O=C(C[C@@H]1C[C@@H]2c3cc(NS(=O)(=O)c4ccc(F)cc4)ccc3O[C@@H]2[C@@H](CO)O1)NC1CCCCC1
  ·	-0.2%	-8.2%	-1.5%	·	-5.6	2.4	-26.3%	0.3%
CCn1c(=NC(=O)c2cccc(N3C(=O)CCC3=O)c2)sc2c(OC)ccc(OC)c21
  ?	-0.4%	-1.1%	-6.3%	18.2%[57.1 µM]	5.4	-2.4	-6.1%	-3.3%
O=C(O)Cc1csc2ccccc12
  1.3%	2.1%	-0.8%	-1.4%	-1.4%	4.5	-0.6	-12.3%	-0.5%
CCOc1cc2ccccc2cc1C(=O)Nc1ccccn1
  ·	0.6%	4.3%	7.2%	3.8%	2.3	-3.3	-6.0%	-4.2%
COc1cc2nc(NC(=O)c3ccccc3)sc(=O)c2cc1OC
  ?	-0.4%	-0.5%	1.1%	4.1%	-6.8	-6.1	-11.1%	3.4%
Cc1ccc(C(=O)CCC(=O)OCC(=O)N2CCN(S(=O)(=O)c3ccc(C)cc3C)CC2)cc1
  ·	-4.7%	-1.1%	0.5%	-5.9%	-3.4	-0.3	-3.4%	-11.4%
Cc1c(C(=O)Nn2cnnc2)oc2ccccc12
  0.4%	-1.2%	-1.0%	-3.0%	9.2%[57.1 µM]	-2.2	-11.4	-20.9%	2.2%
Cc1cc(C)nc(SCC(=O)NNS(=O)(=O)c2ccc(C#N)cc2)n1
  -1.1%	-9.4%	1.0%	-5.1%	0.1%	-3.8	-1.8	-5.9%	-3.0%
COCCNC(=O)CCc1c(C)nc2c(-c3ccc(F)cc3)c(C)nn2c1C
  0.2%&-0.9%	0.8%&4.2%	5.8%&-0.4%	-3.0%&-5.1%	-0.2%&-4.3%	3.1&8.4	-0.6&-4.4	-4.2%&-12.8%	23.9%&-0.2%
CCc1ccc(NC(=O)Cn2cnc([N+](=O)[O-])c2)cc1
  1.1%	3.4%	-1.7%	-5.8%	-0.3%	-0.4	-1.6	-6.3%	1.4%
Cc1cc(C)nc(NS(=O)(=O)c2ccc(NS(=O)(=O)c3ccc(F)c(F)c3)cc2)n1
  ·	-9.4%	1.1%	-1.9%	·	-2.2	-9.3	-8.1%	-0.7%
COc1ccc(S(=O)(=O)N(C)C)cc1NC(=O)CSc1nc(N)cc(N)n1
  2.3%	3.4%	0.2%	-1.6%	0.6%	2.8	-1.0	-16.8%	4.3%
O=C(c1cc(C(=O)c2ccco2)cc(C(=O)c2ccco2)c1)c1ccco1
  8.4%	5.5%	-3.6%	-2.5%	-7.0%[57.1 µM]	0.9	-0.5	-9.2%	9.1%
COCC(C)n1c(SCC(=O)N2CCc3ccccc3C2)nc2ccccc2c1=O (configuration not stated)
  -0.5%	-5.3%	-5.5%	-3.8%	1.3%[57.1 µM]	-2.7	-8.6	-6.9%	-5.2%
CCOC(=O)C1=NN(C(=O)c2ccc(OC)cc2)C(O)(c2ccc(Cl)cc2)C1 (configuration not stated)
  0.3%	?	-16.4%	1.6%	1.1%[57.1 µM]	2.6	-4.1	-17.3%	16.8%
COc1ccc(C(=O)OCC(=O)NC(C)CCc2ccccc2)c(OC)c1 (configuration not stated)
  2.5%	-4.0%	-5.8%	-3.6%	-6.9%	-3.4	-0.9	-11.8%	0.0%
CCCC(=O)c1c(NCCO)cc(C)oc1=O
  -1.7%	1.7%	-13.6%	-4.4%	0.9%	0.1	-4.0	-8.8%	-0.9%
COc1ccc(CCC(=O)N2CCN(c3ccc([N+](=O)[O-])cc3)CC2)cc1OC
  2.4%	14.5%	2.0%	-2.4%	-8.7%	6.8	4.2	-20.7%	0.0%
COc1cc(NC(=O)C2CC2C)c(C(=O)O)cc1OC (configuration not stated)
  0.2%	-2.2%	1.2%	-2.8%	5.9%	-8.1	-3.2	-12.0%	1.6%
COc1ccc(C(=O)NCCS(=O)(=O)NC(C)c2ccccc2)cc1 (configuration not stated)
  0.7%	4.2%	0.8%	-0.9%	2.8%[57.1 µM]	2.2	-5.0	-3.6%	-8.0%
COc1cc(C2=NOC(C(=O)N3CCCc4ccccc43)C2)cc(OC)c1OC (configuration not stated)
  1.5%	-6.4%	2.7%	-4.4%	-0.9%	0.6	-11.4	3.2%	2.3%
O=C(COC(=O)c1ccco1)Nc1ccc2c(c1)OCCO2
  3.4%	-8.4%	-1.2%	9.9%	-5.1%	0.7	-5.2	-1.4%	0.8%
O=C(c1ccco1)N1CCN(CCOc2ccccc2)CC1
  1.5%	-14.5%	-3.6%	-1.2%	-5.3%	2.4	-5.7	-0.9%	2.1%
CCOC(=O)c1cc(=O)nc(N)s1
  ·	-5.1%	0.2%	-2.9%	·	2.4	-5.6	-10.5%	0.3%
CCC(C)NC(=O)c1ccc(C(=O)c2ccccc2)cc1 (configuration not stated)
  1.1%	2.1%	2.1%	0.5%	7.3%	-1.0	-1.3	-16.1%	2.9%
O=C(NNc1ncnc2c1cnn2-c1cccc(Cl)c1)c1ccco1
  -2.0%	?	-14.3%	-2.5%	-0.2%	-4.4	-0.9	-8.1%	-12.1%
COc1ccc(Cn2nc(C(=O)O)c3ccccc3c2=O)cc1F
  3.6%	-10.5%	1.2%	-3.5%	-0.2%[57.1 µM]	-6.5	-1.9	-2.4%	-6.9%
Cc1nc(C)c(C(=O)N/N=C/c2cc(Br)ccc2O)s1
  0.0%	-5.1%	-17.2%	-2.9%	3.8%	7.1	1.5	-6.0%	0.4%
C=CCNc1nnnc2c1sc1nc(N3CCOCC3)c3c(c12)CCCC3
  -1.5%	-13.2%	2.9%	-3.0%	2.7%	5.3	3.6	-10.8%	-11.7%
O=C(C1CCN(S(=O)(=O)c2ccc(-n3cnnn3)cc2)CC1)N1CCCCC1
  -1.6%	5.4%	0.9%	5.9%	8.5%[57.1 µM]	-4.7	-7.8	-15.7%	15.3%
COCc1cc(C)nc2c1C(=O)NC(c1ccc(Br)cc1)N2Cc1ccccc1 (configuration not stated)
  14.5%	-6.6%	0.1%	-2.7%	81.7%[activator]	4.3	0.4	-19.7%	11.9%
CC(=O)N1CCN(c2ccc(NC(=O)c3ccccc3Br)cc2Cl)CC1
  -1.5%	1.2%	-2.4%	1.8%	-5.9%[57.1 µM]	1.6	0.0	-5.8%	5.8%
CCc1nn(CC(=O)NCCc2ccc(Cl)cc2)c(=O)c2cc3ccccc3n12
  27.2%	-2.1%	2.6%	-0.7%	12.0%	-1.4	-4.4	-23.6%	0.1%
CCOC(=O)c1nc(N)sc1C(=O)OCC
  -1.2%	-10.1%	-2.2%	0.8%	7.9%[57.1 µM]	9.9	-5.3	9.0%	2.7%
Cc1nn(C(=O)c2ccccc2)c2c1C(=O)CC(C)(C)C2
  0.0%	0.4%	-4.1%	-0.5%	0.4%	4.7	-14.3	-1.7%	2.1%
CN1CCN(c2ccccc2NC(=O)c2ccc([N+](=O)[O-])o2)CC1
  3.8%	-0.9%	-10.9%	-0.5%	-16.7%	-2.0	10.0	1.0%	5.8%
Cc1ccccc1/C=C/C1=NCCN1
  -1.4%	7.4%	0.8%	-5.3%&-1.2%	10.9%[57.1 µM]	3.3&1.7	-11.7	-14.1%	-0.1%
